# Bioassay records: PubChem BioAssay, several laboratories
# PP1 inh = PP1-alpha (human) inhibition in PP5 counter-screen | purified PP1alpha, OMFP fluorescence | inhibition, % at 6.7 µM | 320,000 compounds, 0.9% hits;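 active = inhibition above the mean inhibition of all tested compounds plus 3 SD, computed separately for each screening campaign, cut at about 15% in these data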
# Target sequence (P62136 whole entry, looked up): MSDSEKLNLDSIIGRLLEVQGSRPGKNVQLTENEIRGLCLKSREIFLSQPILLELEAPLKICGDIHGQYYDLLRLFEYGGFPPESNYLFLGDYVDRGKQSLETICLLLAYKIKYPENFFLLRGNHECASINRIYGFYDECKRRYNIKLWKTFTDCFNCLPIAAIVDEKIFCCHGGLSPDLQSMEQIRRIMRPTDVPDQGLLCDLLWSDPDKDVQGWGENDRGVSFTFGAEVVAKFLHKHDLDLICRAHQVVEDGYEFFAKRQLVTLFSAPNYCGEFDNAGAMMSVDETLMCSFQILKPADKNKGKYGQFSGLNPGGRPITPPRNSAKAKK
# Efflux pump inh = inhibitors of Candida antifungal efflux pumps expressed in yeast | S. cerevisiae Candida pump triplex, Nile Red efflux | inhibition, % at 10 µM | 330,000 compounds, 0.44% hits | AID 485275;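 active = plate passing quality check with inhibition over a set limit, or well fluorescence over plate mean plus 4 SD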;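 note: Nile Red retained in pooled yeast measured as flow cytometry median fluorescence; 0% = buffer negative control and 100% = Enniatin B positive control; higher means more Nile Red kept so more efflux inhibition; some compounds called inactive have numbers as strong as hits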
# TPT1 inhibitor = blocks Candida albicans tRNA 2'-phosphotransferase | 300,000 compounds, 0.81% hits | inhibition, % at 5 µM | recombinant caTPT1, FP RNA substrate dephosphorylation;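 active = inhibition above the mean of all tested compounds plus 3 SD, set per screening campaign, cut at about 24% in these data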;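 note: plate controls were DMSO alone for no effect and ferristatin control at 100 nM for full effect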
# core dimer inh = HCV core protein dimerization inhibition; 300,000 compounds, 0.33% hits; TR-FRET GST/Flag-core106 dimerization, 1536-well; AID 1899; inhibition, % at 5 µM;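 active = inhibition above the mean of all tested compounds plus 3 SD, set per screening campaign, cut at about 45% in these data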
#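 Material: Tagged HCV core106 pair (GST and Flag) | Amount: GST-core106 13.5 nM, Flag-core106 17 nM | Medium: KF-containing HEPES buffer, pH 7.45, DTT, CHAPS, BSA | Reagent: Eu donor and XL665 acceptor anti-tag antibodies | Schedule: 4 h at 22.5 °C | Technique: Time-resolved FRET, ex 340 nm, em 617 and 671 nm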
# LYPLA2 counter = blocks human lysophospholipase 2, a PME1 counter-screen; inhibition, % at 5.9 µM; O95372; recombinant LYPLA2, FP-Rh probe fluorescence polarization; 320,000 compounds, 0.38% hits;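 active = inhibition above the screen-wide mean plus 3 SD, limit set per campaign, cut at about 26% in these data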;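 note: 0% = LYPLA2 with DMSO and 100% = wells lacking LYPLA2 enzyme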
# Target sequence (O95372 whole entry, looked up): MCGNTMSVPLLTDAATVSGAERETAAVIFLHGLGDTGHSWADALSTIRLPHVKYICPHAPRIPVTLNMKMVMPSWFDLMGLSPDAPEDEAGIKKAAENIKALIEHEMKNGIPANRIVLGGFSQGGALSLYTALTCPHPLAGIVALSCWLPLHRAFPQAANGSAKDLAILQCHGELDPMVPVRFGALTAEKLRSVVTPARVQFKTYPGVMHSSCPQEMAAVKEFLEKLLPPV
# PREPL inh = inhibits the human prolyl oligopeptidase-like enzyme; Q4J6C6; recombinant PREPL, fluorescence polarization activity-based probe; inhibition, % at 5.96 µM; 320,000 compounds, 0.68% hits; in the data active = inhibition above about 43%;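 note: 0% = enzyme with DMSO and 100% = wells lacking enzyme; many of its hits are not listed in these tables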
# JMJD2C inh = inhibitors of human GASC-1 (JMJD2C) demethylase. AID 2099. GST-JMJD2C(1-420) H3K9me3 demethylation, DELFIA europium. 330,000 compounds, 0.069% hits. inhibition, % at 2.35 µM. Q9H3R0;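 active = more than half of a compound's replicate wells show inhibition beyond 50%, single wells judged on their own value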;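 note: signal counts dimethyl H3K9 product captured on neutravidin plate; 0% = median of DMSO wells and 100% = 0.3 times that DMSO median; strong numbers were not always called active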
# Target sequence (Q9H3R0 1-420 limits assumed): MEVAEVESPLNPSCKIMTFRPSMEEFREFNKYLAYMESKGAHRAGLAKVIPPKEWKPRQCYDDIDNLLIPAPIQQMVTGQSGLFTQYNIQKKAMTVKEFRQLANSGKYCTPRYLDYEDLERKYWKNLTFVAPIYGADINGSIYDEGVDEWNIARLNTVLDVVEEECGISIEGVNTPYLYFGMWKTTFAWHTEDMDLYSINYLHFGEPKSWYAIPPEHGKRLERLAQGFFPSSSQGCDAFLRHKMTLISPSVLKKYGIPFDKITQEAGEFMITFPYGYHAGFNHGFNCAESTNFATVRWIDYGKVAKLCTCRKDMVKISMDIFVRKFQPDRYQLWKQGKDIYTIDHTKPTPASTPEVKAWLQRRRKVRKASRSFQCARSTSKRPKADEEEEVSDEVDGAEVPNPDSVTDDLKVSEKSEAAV
# PP5 primary = blocks human protein phosphatase 5 activity; purified PP5c, OMFP substrate fluorescence; inhibition, % at 6.7 µM; 320,000 compounds, 0.18% hits; AID 1987;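 active = inhibition above the campaign's mean inhibition across all tested compounds plus 3 SD, cut at about 9.5% in these data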;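 note: 0% = DMSO only and 100% = 100 µM cantharidin control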
# Fh CTSL1 inh = blocks F. hepatica cathepsin L1 in PFM18AAP counter-screen | inhibition, % at 5.96 µM | 300,000 compounds, 0.49% hits | recombinant F. hepatica cathepsin L1, Z-Leu-Arg-MCA fluorescence | AID 1906;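 active = inhibition above the mean of all tested compounds plus 3 SD, set per screening campaign, cut at about 17% in these data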;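 note: 0% = plate median of test compound wells and 100% = 1 µM Z-Phe-Ala-diazomethylketone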
# Numbers without * were called inactive; . = no result given. A portion of the library; count on the stated rates, not on these rows.
# Every second line gives: PP1 inh	Efflux pump inh	TPT1 inhibitor	core dimer inh	LYPLA2 counter	PREPL inh	JMJD2C inh	PP5 primary	Fh CTSL1 inh
> Cc1ccc(NC(=O)CN(C)Cc2cc(=O)n3ccsc3n2)cc1
  -3.8	0.0	6.6	-1.5	5.6	0.9	16.0	0.8	-3.2
> CC(C)NC(=O)c1onc(CSc2ccc(Cl)cc2)c1C(=O)O
  1.7	.	-2.6	0.8	1.3	-3.8	-3.3	0.2	3.7
> Cc1ccccc1C(=O)NC(=S)Nc1ccc(S(=O)(=O)N2CCOCC2)cc1
  -2.3	-0.1	-1.1	7.3	11.6	0.0	2.4	0.3	-4.4
> Cc1ccc(C(=O)NC2CCCCNC2=O)cc1 (stereo not given)
  -1.0	-0.1	-3.3	-5.5	-3.2	6.6	-5.0	-0.3	-0.6
> CC1(C)C2CC=C(/C=N/NC(=O)C3CC3)C1C2 (stereo not given)
  -2.4	0.0	3.0	-3.3	-3.8	4.3	4.8	-0.3	-2.1
> CCCCN1C(=O)C(=O)NC[C@@H]1C(C)O (stereo not given in full)
  -1.8	0.1	1.4	-8.9	2.1	10.4	4.3	1.9	-2.1
> Cc1ccc(SCC(=O)Nc2ccccc2C(=O)N2CCOCC2)cc1
  -3.8	0.1	-0.8	-5.6	9.1	27.5	6.6	-0.3	-3.0
> CCOc1cccc(-c2c(C(=O)N/N=C/c3ccc(Br)cc3)nnn2-c2nonc2N)c1
  5.9	-0.2	-0.5	15.3	-51.5	-9.0	1.4	4.6	-0.3
> Cc1ccc(S(=O)(=O)N2CCN(C(=O)CSc3ccc(Cl)cc3)CC2)cc1
  1.3	0.1	5.9	9.3	1.2	-52.4	-12.3	2.2	2.4
> Cc1ccc(CCNC(=O)CS(=O)Cc2nc(-c3cccc(C)c3)oc2C)cc1 (stereo not given)
  3.6	0.2	1.2	-13.9	0.3	-9.5	7.1	4.2	3.0
> Cc1ccc(NS(=O)(=O)c2ccc(C)c(C(=O)N3CCN(C)CC3)c2)cc1
  1.8	0.0	1.7	-1.7	2.3	8.6	-33.7	2.2	2.2
> COc1ccc(-c2coc3cc(OC4OC(CO)C(O)C(O)C4O)ccc3c2=O)cc1 (stereo not given)
  -1.1	-0.1	-2.9	1.6	1.7	-0.1	0.1	-2.1	-2.5
> CN(C(=S)NC(=O)C1(C)CC1(Cl)Cl)c1ccccc1 (stereo not given)
  -0.7	0.0	-0.7	4.6	-5.3	0.0	-5.9	-2.5	0.2
> Cn1c(C(C(=O)NCC2CCCO2)N(C(=O)Cn2nnc3ccccc32)C2CCCCC2)nc2ccccc21 (stereo not given)
  -3.0	-0.1	-0.1	12.3	1.9	3.5	-4.9	1.1	0.9
> COc1cc(/C=C2\N=C(C)OC2=O)cc(Cl)c1OC(C)=O
  -0.3	-0.2	1.8	6.5	-2.9	-3.7	4.3	0.4	-0.7
> COC(=O)[C@@H](NC(=O)N1CCN(C(=O)C2COc3ccccc3O2)CC1)C(C)C (stereo not given in full)
  -6.9	0.1	-0.8	-4.0	-1.1	0.9	8.9	-3.2	1.1
> COc1ccc(/C=C/C(=O)c2ccc3c4c(cccc24)CC3)cc1OC
  2.3	0.1	3.9	-9.9	-11.8	6.2	-0.6	-0.7	2.6
> O=C(CN1CC(c2ccccc2)CC1=O)OCc1ccccc1F (stereo not given)
  -1.7	0.0	-0.9	-0.3	-1.9	-7.4	1.5	0.8	-1.4
> Cc1cccc(C(=O)OCC(=O)Nc2c(C)n(C)n(-c3ccccc3)c2=O)c1
  3.8	0.2	.	.	-8.6	4.5	5.0	1.6	.
> c1ccc(Sc2ccccc2CN2CCCC2)cc1
  -1.2	0.0	-0.5	5.0	-4.1	-11.1	-12.2	1.3	6.3
> CCn1c(CC(=O)Nc2cccc(Cl)c2Cl)nnc1SCCOc1ccc(OC)cc1
  3.3	0.1	-0.3	-2.7	-2.3	4.7	-5.1	1.9	-1.8
> CCN(Cc1ccccc1)C(=O)Cc1ccc(OC)c(S(=O)(=O)N2CCOCC2)c1
  -2.5	0.0	-2.6	-3.4	7.5	3.8	4.9	-0.6	-0.9
> Cc1ccc(N(CCO)C(=S)Nc2ccccc2)cc1
  1.6	-0.2	-3.8	-3.2	0.5	6.8	-10.0	1.5	1.9
> COc1ccccc1N1CCC(N2CCN(CC(C)(C)C)C(CCO)C2)CC1 (stereo not given)
  4.1	0.1	1.2	-1.7	-1.8	4.9	9.7	-1.1	-3.9
> CC(C)(O)CC[C@@H](O)[C@](C)(O)[C@H]1CC[C@@]2(O)C3=CC(=O)[C@@H]4C[C@@H](O)[C@@H](O)C[C@]4(C)C3CC[C@]12C (stereo not given in full)
  -2.2	-0.1	-2.2	3.1	6.8	4.7	-6.6	-0.2	1.3
> CC(=O)Oc1c(Cl)cc(N(C(C)=O)S(=O)(=O)c2ccccc2)c2ccccc12
  2.5	0.0	-0.1	-6.4	0.3	17.7	-40.8	1.2	-4.5
> Oc1cccc(C2c3[nH]c4ccccc4c3CCN2Cc2ccc3c(c2)CCO3)c1 (stereo not given)
  -0.5	0.0	-0.1	0.1	-5.7	0.6	-2.1	-0.1	2.6
> CC(C)CCCN1CCN=C1N(C)C
  -1.8	0.0	-1.0	1.4	-4.8	-0.4	3.7	1.5	-0.5
> COc1cccc(N2CCN(C(=O)CN3C(=O)NC(C)(c4ccc5ccccc5c4)C3=O)CC2)c1 (stereo not given)
  0.8	0.6	1.8	4.2	6.8	42.0	7.4	1.6	3.1
> CC(=O)c1cccc(NC(=S)NCCCCc2ccccc2)c1
  -0.7	0.0	-3.1	3.1	17.3	-5.5	-2.9	4.6	0.6
> CC1CCCCC1NC(=O)C1CC(=O)N(Cc2ccccc2)C1 (stereo not given)
  -0.9	0.0	0.4	5.2	7.4	10.8	-1.2	1.0	-1.9
> Fc1ccc(N2CCN(c3cnc4ccccc4n3)CC2)cc1
  -1.3	-0.2	-6.5	1.3	2.9	45.3*	-12.6	1.9	0.4
> CCn1c(-c2c[nH]c3ccccc23)n[nH]c1=S
  -0.1	-0.1	2.3	-2.2	2.2	-0.6	-1.2	1.8	1.0
> Cc1ccc(S(=O)(=O)N(C)CC(=O)Nc2cccc3c2CCCC3)cc1
  0.0	-0.1	-2.5	6.4	4.4	-5.6	3.9	-1.7	-1.0
> Cc1cc(C)c(C(=O)N2CCCC(Nc3ccc(C)c(C)c3)C2)o1 (stereo not given)
  4.5	0.1	-3.3	-7.0	3.5	12.7	4.3	3.2	-2.1
> CCOC(=O)c1ccc(-c2nnc(-c3ccc(Cl)cc3Cl)o2)cc1
  -0.7	-0.1	0.9	-0.5	-1.3	0.2	-2.5	-0.3	-2.9
> COc1cc(N=Cc2c(O)c3ccccc3oc2=O)c(OC)cc1Cl
  0.9	-0.1	2.4	-13.6	-1.0	-7.5	-3.2	-0.2	2.5
> COc1ccc(CCNC(=O)COC(=O)C23CC4CC(CC(Br)(C4)C2)C3)cc1
  -0.5	0.0	3.6	2.3	-0.3	5.8	4.7	0.1	-2.6
> Cc1ccc2c(CC(=O)N3CCc4ccccc43)coc2c1
  3.3	0.0	1.7	30.2	0.0	3.1	-0.1	1.5	3.0
> O=C(CCn1c(=O)oc2ccccc21)N1CCN(c2ccc(F)cc2)CC1
  -1.9	0.1	-0.7	-8.8	0.4	7.0	-8.8	2.2	-1.9
> COc1ccccc1N(CC(=O)NCC1CCCO1)C(=O)CCC(=O)Nc1cc(C)on1 (stereo not given)
  1.1	0.0	-0.3	-4.9	0.1	-5.5	-17.2	1.1	-1.9
> CCCCCn1c(=O)[nH]c2cc(C(=O)O)ccc2c1=O
  -2.1	0.4	-3.5	-2.3	-4.8	9.0	-2.7	-0.3	2.9
> CC(O)C1C(=O)OC2(C)CC(C)(C)NC(=S)N12 (stereo not given)
  -3.9	0.0	-3.8	-4.7	1.9	-6.7	-5.9	0.1	-0.9
> CN1C(=O)CC(N2CCC(C(N)=O)(N3CCCCC3)CC2)C1=O (stereo not given)
  -3.1	0.2	-0.7	-4.1	4.6	4.7	-6.5	0.6	-1.2
> CCN1CCN(c2ccc(NC(=O)c3cc(S(=O)(=O)N4CCCC4)ccc3Cl)cc2)CC1
  -1.4	-0.2	.	.	-18.8	18.4	1.6	1.7	.
> Clc1ccc2scc(CN3CCCCC3)c2c1
  0.0	-0.2	-0.7	-2.9	-1.4	3.3	-0.7	2.3	-3.2
> CCC(CC)CN1C(Nc2ccccc2)=NC[C@@H]1CC(C)C
  -2.1	0.1	-0.7	7.6	-11.0	22.4	2.0	-3.5	3.5
> Cc1cc(C)cc(OCC(=O)N2N=C(C(F)(F)F)CC2(O)C(C)(C)C)c1 (stereo not given)
  0.2	0.4	1.4	8.0	1.9	7.5	-3.3	2.1	3.1
> O=C(Nc1nncs1)Oc1ccccc1
  -4.0	-0.1	1.0	-0.8	-4.4	-11.6	-3.5	-3.0	-0.1
> NC(=O)c1c(NC(=S)Nc2ccccc2)sc2c1CCCC2
  -0.9	0.2	0.5	9.1	-3.8	15.2	3.6	1.7	1.6

# Later entries
# Every second line gives: PP1 inh	Efflux pump inh	TPT1 inhibitor	core dimer inh	LYPLA2 counter	PREPL inh	JMJD2C inh	PP5 primary	Fh CTSL1 inh
> CC(=O)Nc1ccc(NC(=O)C(C)Sc2nc3ccccc3c(=O)n2CC2CCCO2)cc1 (stereo not given)
  -3.5	-0.1	-1.6	4.0	-2.4	-3.6	26.8	0.1	-1.1
> CCOC(=O)CNS(=O)(=O)c1c(C)noc1C
  0.7	0.0	-0.7	-3.5	-0.3	10.5	-9.8	1.0	2.3
> Cc1cccc(CN2CCc3c([nH]c4ccccc34)C2)c1
  1.1	-0.1	-0.5	-5.7	-2.1	10.0	0.4	0.6	-0.6
> COC(=O)c1oc2ccc(Cl)cc2c1NC(C)=O
  5.3	0.0	-1.7	-3.1	-5.0	3.5	-6.0	0.2	2.9
> O=C(CN1CCCCCC1)N1c2ccccc2Sc2ccccc21
  1.6	0.0	-1.1	0.3	3.0	-13.7	-35.4	0.7	-1.6
> COc1ccc(C(=O)NCCSc2ccccc2)cc1OC
  -3.5	0.2	-3.3	1.2	-5.5	-7.5	-16.5	3.4	-1.9
> O=Cc1cccn1-c1cccnc1
  0.4	-0.1	0.4	1.3	8.4	6.3	9.8	-1.2	2.5
> O=C(CC12CC3CC(CC(C3)C1)C2)NCC(c1ccc(F)cc1)N1CCOCC1 (stereo not given)
  0.3	0.4	-1.4	-3.6	-4.6	0.0	18.2	-2.6	9.6
> O=C(CSc1nnnn1C1CCCCC1)N1CCc2ccccc21
  -1.1	0.0	1.8	-2.4	-1.1	-1.3	29.3	0.1	-1.5
> COc1ccc(C(=O)Nc2ccc(N3CCN(C)CC3)cc2)cc1[N+](=O)[O-]
  -3.0	-0.1	0.7	-7.9	2.2	14.2	-2.7	-0.1	-5.8
> Cc1ccc(C(=O)Nc2nc3ccccc3c(=O)s2)cc1
  -3.5	0.1	3.5	11.3	-4.6	8.3	3.2	3.1	-1.8
> O/N=C/c1ccc(-c2ccccc2OC(F)(F)F)o1
  0.5	0.1	-0.6	1.0	-2.9	3.8	1.3	3.2	2.3
